TRPC4 PAM: TRPC4 (mouse) allosteric potentiation; Q9QUQ5; HEK293 TRPC4beta/mu-opioid, DAMGO EC20, Fluo-4 Ca2+ flux; active compounds read high; B-score at 10 µM; 310,000 compounds, 0.42% hits;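 active = B-score of calcium response area above 5 SD of library B-scores, with initial fluorescence ratio within 5 SD of library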;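 also: B-score of integrated fluorescence ratio over time as area under calcium response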
RGS4 inh: inhibitors of human RGS4 | P49798 | HEK293 M3R/RGS4 inducible, Fluo-4 calcium flux; active compounds read high; triggered by carbachol at its EC20 | B-score at 10 µM | 310,000 compounds, 0.45% hits;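 active = B-score, a plate-corrected calcium signal, over three deviations above library mean, with baseline fluorescence within five deviations of library mean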;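 also: RGS4 expression induced by doxycycline in cells with stable M3 receptor; B-score is computed from the integrated fluorescence ratio over baseline after carbachol; higher B-score means a larger calcium signal and so more RGS4 inhibition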
Target sequence (P49798 whole entry, looked up): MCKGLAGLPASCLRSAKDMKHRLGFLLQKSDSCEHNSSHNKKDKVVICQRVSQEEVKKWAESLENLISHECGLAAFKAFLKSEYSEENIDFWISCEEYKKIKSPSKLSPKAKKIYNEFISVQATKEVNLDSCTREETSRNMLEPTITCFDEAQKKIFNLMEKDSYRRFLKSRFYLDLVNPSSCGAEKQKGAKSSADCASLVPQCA
MrgX1 PAM: allosterically activates human MrgX1 receptor signaling. Q96LB2. MrgX1-HEK293, Fluo-4 calcium flux, FDSS; active compounds read high. B-score at 10 µM. 310,000 compounds, 0.63% hits;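 active = plate-corrected calcium response at least 3 library SD above typical, normal starting fluorescence, not activating the receptor alone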;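 also: compound read alongside a low EC10 to EC30 dose of BAM8-22 agonist; peak minus trough fluorescence over baseline measured at the second addition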
Target sequence (Q96LB2 whole entry, looked up): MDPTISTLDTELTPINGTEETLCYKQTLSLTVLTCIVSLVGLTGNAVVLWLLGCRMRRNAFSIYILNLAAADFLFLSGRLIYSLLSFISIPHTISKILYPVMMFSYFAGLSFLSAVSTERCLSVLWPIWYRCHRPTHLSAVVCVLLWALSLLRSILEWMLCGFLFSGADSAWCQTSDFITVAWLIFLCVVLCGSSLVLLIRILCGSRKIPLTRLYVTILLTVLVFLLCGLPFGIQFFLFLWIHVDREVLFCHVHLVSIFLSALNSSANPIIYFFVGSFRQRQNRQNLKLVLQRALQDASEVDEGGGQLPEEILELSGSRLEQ
TRPC4 block: TRPC4 (mouse) channel inhibition; B-score at 10 µM; 300,000 compounds, 0.39% hits; Q9QUQ5; HEK293 TRPC4beta/mu-opioid, DAMGO-evoked Fluo4 calcium flux; active compounds read low; AID 2247;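 active = B-score over 3 SD under the library average, no early fluorescence shift, positive overall ratio signal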
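Assay system: HEK293 cells with stable TRPC4beta plus mu-opioid receptor expression. Dosing: single dose. Measured by: Fluo4 Ca2+ flux fluorescence. Also added: DAMGO in two steps, submaximal then maximal. Read-out: B score from integrated Fluo4 fluorescence ratio.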
TRPC6 act: mouse TRPC6 channel activation; Q61143; HEK293-TRPC6 membrane potential dye fluorescence; active compounds read high; B-score at 10 µM; 310,000 compounds, 0.13% hits;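 active = B-score of the integrated fluorescence ratio above library mean plus 3 SD, and starting fluorescence ratio within library mean plus 5 SD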;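 also: higher score means more depolarization so channel activation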
TRPC4 agonist: TRPC4 (mouse) channel activation; B-score at 10 µM; Q9QUQ5; 310,000 compounds, 0.49% hits; HEK293 TRPC4beta/mu-opioid, Fluo4 calcium fluorescence; active compounds read high;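 active = B-score above 5 SD of library B-scores, and initial fluorescence ratio not above library mean plus 5 SD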;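 also: positive B-score marks a calcium rise read as TRPC4 activation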
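Assay system: HEK293 stable line with TRPC4beta plus mu-opioid receptor; schedule: 45 min room-temperature Fluo4 loading, 110 s read; technique: kinetic Fluo4 calcium fluorescence; evaluation: integrated baseline-normalised fluorescence ratio, converted to per-well B score; controls: buffer (low) and maximal DAMGO (high)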
TMEM16A inh: blocks the mouse calcium-activated chloride channel TMEM16A; Q8BHY3; HEK293 TMEM16A/YFP iodide influx fluorescence, ionomycin; normalized B-score (activity score, 25-100; higher = stronger inhibition) at 10 µM; 310,000 compounds, 1.2% hits;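 active = ratio plate-corrected score three or more library SD toward inhibition, starting fluorescence score within five deviations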;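 also: score derived from kinetic fluorescence span divided by baseline fluorescence per well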
TRPC6 inh: mouse TRPC6 channel inhibition. Q61143. HEK293-TRPC6, membrane potential dye, ACh-evoked depolarization; active compounds read low. B-score at 10 µM. 310,000 compounds, 1.1% hits;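 active = B-score under library mean minus 3 SD, initial fluorescence not abnormally high, positive integrated signal ratio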;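 also: B-score derived from integrated fluorescence ratio over the kinetic read; more negative B-score means stronger inhibition of depolarization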
MrgX1 ag: activates human MrgX1 receptor signaling | Q96LB2 | MrgX1-HEK293 cells, Fluo-4 calcium fluorescence, agonist mode; active compounds read high | B-score at 10 µM | 310,000 compounds, 0.44% hits;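 active = calcium response B-score plate-corrected fluorescence ratio at least 3 library SD, with starting fluorescence B-score inside 5 SD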
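Test system: Stable human MrgX1 HEK293 cell line | Schedule: Overnight plating before 1 h dye loading | Read-out basis: Baseline-normalised fluorescence change ratio, B-scored | Detection: Kinetic calcium dye fluorescence, Fluo-4 NW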
ANO1 activ: mouse TMEM16A channel activation, primary screen; B-score at 10 µM; HEK293 TMEM16A/YFP-H148Q/I152L, iodide quench fluorescence; active compounds read low; 340,000 compounds, 0.3% hits; Q8BHY3;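 active = fluorescence-ratio B-score plate-corrected deviation score at least 3 library SD below zero, with starting fluorescence score within 5 deviations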;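 also: channel opened by trigger with iodide after compound preincubation; score built on the fluorescence ratio of max minus min over baseline; more negative score means more quench and so TMEM16A activation or potentiation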
MrgX1 antagonist: human MrgX1 receptor antagonism, primary screen; Q96LB2; MRGX1-HEK293 calcium flux, Fluo-4, BAM8-22 antagonism; active compounds read low; B-score at 10 µM; 310,000 compounds, 1.3% hits; AID 588676;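 active = calcium-response B-score plate-corrected more than 3 library SD below zero, starting fluorescence within 5 deviations, no agonist response on first addition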;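 also: peak minus trough fluorescence over baseline after final BAM8-22 challenge near maximal dose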
* marks the source's active call; other numbers are inactive results; i = inactive; x = no result given.

Fields: TRPC4 PAM, TRPC4 agonist, RGS4 inh, MrgX1 PAM, MrgX1 ag, TRPC4 block, ANO1 activ, TRPC6 inh, MrgX1 antagonist, TRPC6 act, TMEM16A inh
- COCCN(CC(=O)NCC1CCCO1)C(=O)CCC(=O)Nc1cc(C)ccn1 (configuration not stated)
  i, i, i, i, i, i, i, i, i, i, i
- COc1ccc(CCN(C)C(=S)Nc2ccc(SC(F)F)cc2)cc1OC
  i, i, i, i, i, i, i, i, i, i, i
- COc1ccc(-n2c(C)nc(=O)c(-c3ccccc3)c2C)cc1
  x, x, x, i, i, x, i, x, i, x, i
- COC(=O)CSCc1nc2ccccc2[nH]c1=O
  i, i, i, i, i, i, i, i, i, i, i
- COc1cc(OC)cc(C(=O)N2CCN(C(=O)Cc3ccccc3)CC2)c1
  i, i, i, i, i, i, i, i, i, i, i
- Cc1cccc(NC(=S)N/N=C(\c2ccccc2)C(C)C)c1
  i, i, i, i, i, i, i, i, i, i, i
- N#CC1=C(N)S[C@H](C(=O)C23CC4CC(CC(C4)C2)C3)[C@H]1c1ccncc1
  i, i, i, i, i, i, i, i, i, i, i
- CC(=O)N1CCN(c2ccccc2NC(=O)Cc2ccc(Cl)cc2)CC1
  i, i, i, i, i, i, i, i, i, i, i
- COCCNC(=O)c1sc2nc(-c3ccccc3)cn2c1C
  i, i, i, i, i, i, i, i, i, i, i
- c1ccc(-c2n[nH]c(-c3ccccn3)n2)cc1
  i, i, i, i, i, i, i, i, i, i, i
- CCOc1ccc(/C=N/Nc2ccccc2)cc1
  i, i, i, i, i, i, i, i, i, i, i
- Cn1c(C(=O)N2CCC(C(N)=O)CC2)cc2c(=O)n(C)c3ccccc3c21
  i, i, i, i, i, i, i, i, i, i, i
- O=C(NN1CCOCC1)c1cccc2ccccc12
  i, i, i, i, i, i, i, i, i, i, i
- CC1CN(C(=O)c2cccc(COc3ccccc3Cl)c2)CC(C)O1 (configuration not stated)
  i, i, i, i, i, i, i, i, i, i, i
- CCOC(=O)c1sc2nccc(N(C)C)c2c1N=CNOCc1ccccc1
  x, x, x, i, i, x, i, x, i, x, i
- Cc1cccc(/C=C2/C(=O)/C(=C/c3ccccc3C)C3CCC2N3C)c1 (configuration not stated)
  i, i, i, i, i, i, i, i, i, i, i
- CCCCNc1c(-c2ccc(SC(C)CC)cc2)nc2ccccn12 (configuration not stated)
  i, i, i, i, i, i, i, i, i, i, 100*
- O=[N+]([O-])c1ccccc1/C=C/CN1CCCCC1
  i, i, i, i, i, i, i, i, i, i, i
- COc1ccccc1C(=O)NC(=S)Nc1ccc(NC(=O)c2cccs2)cc1
  i, i, i, i, i, i, i, i, i, i, i
- O=C(CSc1nccc(-c2ccc(Br)cc2)n1)NCCc1ccccc1
  i, i, i, i, i, i, i, i, i, i, i
- O=C(Nc1nc(-c2ccccc2)cs1)c1ccccc1NS(=O)(=O)c1ccc(F)cc1
  i, i, i, i, i, i, i, i, i, i, 100*
- CC1CCc2c(sc3nc(CSc4n[nH]c(N)n4)[nH]c(=O)c23)C1 (configuration not stated)
  i, i, i, i, i, i, i, i, i, i, i
- CCCn1c(SCC(=O)NC23CC4CC(CC(C4)C2)C3)n[nH]c1=O
  i, i, i, i, i, i, i, i, i, i, i
- C=CCN1C(=O)CS/C1=N\N=C\c1cccc([N+](=O)[O-])c1
  i, i, i, i, i, i, i, i, i, i, i
- CCc1ccccc1NC(=S)N(Cc1ccc(OC)cc1)CC1CCC(C(=O)O)CC1 (configuration not stated)
  i, i, i, i, i, i, i, i, i, i, i
- COc1ccc(NC(=O)/C=C/c2ccc(C)o2)cc1S(=O)(=O)N1CCOCC1
  i, i, i, i, i, i, i, i, i, i, i
- Cc1nc(CS(=O)c2ccccc2)cc(N2CCOCC2)n1 (configuration not stated)
  i, i, i, i, i, i, i, i, i, i, i
- CCCC/C(C)=N/NC(=O)Nc1ccccc1
  i, 74*, i, i, i, i, i, i, i, i, i
- Cn1cnnc1SCC(=O)Nc1sc2c(c1C#N)CCCCC2
  i, i, i, i, i, i, i, i, i, i, i
- Cc1ccc(CSCC(Nc2ccc(C(=O)O)cc2[N+](=O)[O-])C(=O)O)cc1 (configuration not stated)
  i, i, i, i, i, i, i, i, i, i, i
- Cc1ccc(CCNC(=O)CS(=O)Cc2nc(-c3cccc(C)c3)oc2C)cc1 (configuration not stated)
  i, i, i, i, i, i, i, i, i, i, i
- Cc1ccc2nc(N3CCN(CCO)CC3)nc(-c3ccccc3)c2c1
  i, i, i, i, i, i, i, i, i, i, i
- Cc1ccc(N/C=C(/C#N)c2ccsc2)cc1
  i, i, i, i, i, i, i, i, i, i, i
- Cc1ccc(-n2[nH]c(C)c(/C=N/Nc3ccc([N+](=O)[O-])cc3[N+](=O)[O-])c2=O)cc1C
  i, i, i, i, i, i, i, i, i, i, 25*
- CCCN(Cc1cc2ccccc2[nH]c1=O)C(=O)c1cccc([N+](=O)[O-])c1
  i, i, i, i, i, i, i, i, i, i, i
- COc1ccc(/C=N/NC(=O)c2cc(C34CC5CC(CC(C5)C3)C4)[nH]n2)cc1OC
  i, i, i, i, i, i, i, i, i, i, i
- CCCCC1=CC2=CC(=O)C(C)(O)C(=O)C2=CO1 (configuration not stated)
  i, i, i, i, i, i, x, i, i, i, i
- CCN1CCN(C(=O)c2ccc3c(c2)N(Cc2ccccc2F)C(=O)c2ccccc2S3(=O)=O)CC1
  i, i, i, i, i, i, i, i, i, i, i
- CCN(CC)S(=O)(=O)c1ccc2c(c1)N(CC(=O)Nc1cccnc1Cl)C(=O)CO2
  i, i, i, i, i, i, i, i, i, i, i
- CC(=O)c1ccc(NC(=O)CCSCCC(=O)Nc2ccc(C(C)=O)cc2)cc1
  i, i, i, i, i, i, i, i, i, i, i
- O=C(CCN1CCOCC1)N/N=C/c1cc(Br)cc(Br)c1O
  i, i, i, i, i, i, i, i, i, i, i
- Clc1ccc(-c2nc(-c3ccccn3)no2)cc1Cl
  i, i, i, i, i, i, i, i, i, i, i
- CCOc1cc(/C=N/NC(=O)CSc2nncn2C)ccc1OCc1ccccc1
  i, i, i, i, i, i, i, i, i, i, i
- CCNc1nc(NCC)n2c(SCC(=O)Nc3ccc(Br)cc3F)nnc2n1
  i, i, i, i, i, i, i, i, i, i, i
- O=C(Nc1ccc(Br)cc1)Nc1cnccn1
  i, i, i, x, x, i, i, i, x, i, x
- CN(C)C(=O)c1cc(C(=O)c2ccccc2Br)c[nH]1
  i, i, i, i, i, i, i, i, i, i, i
- CCCCOc1ccc(C(=O)NNC(=O)C2C3CCC(C3)C2C(=O)O)cc1 (configuration not stated)
  i, i, i, i, i, i, i, i, i, i, i
- O=C(O)c1cccc(CN2C(=O)SC(Nc3ccccc3)C2=O)c1 (configuration not stated)
  i, i, i, i, i, i, i, i, i, i, i
- Cc1sc2nc(SCc3ccccc3)n(Cc3ccco3)c(=O)c2c1C
  i, i, i, i, i, i, i, i, i, i, i
- COc1ccc(C2=C(C)CC(C)(C)NC2=O)cc1OC
  i, i, i, i, i, i, i, i, i, i, i
- Fc1ccccc1CNC(=S)Nc1cccc(C(F)(F)F)c1
  i, i, i, i, i, i, i, i, i, i, i
- CCCCN(CCCC)c1cc(C)nc(-c2ccccc2O)n1
  i, i, i, i, i, i, i, i, i, i, i
- Cc1c(C=O)c(=O)n(-c2ccccc2)n1C
  i, i, i, i, i, i, i, i, i, i, i
- CN(C)/C(=N\S(=O)(=O)c1ccc(Cl)cc1)c1ccc(F)cc1
  i, i, i, i, i, i, i, i, i, i, i
- COc1cccc(C2CC(c3cccs3)=NN2S(C)(=O)=O)c1OC (configuration not stated)
  i, i, i, i, i, i, i, i, i, i, i
- Cc1cccc(C)c1NC(=O)NC1(C(=O)N2CCOCC2)CCCCC1
  i, i, i, i, i, i, i, i, i, i, i
- Cc1ccc(C)c(S(=O)(=O)N2CCN(C(=O)CCCc3c[nH]c4ccccc34)CC2)c1
  i, i, i, i, i, i, i, i, i, i, i
- O=C(NC(=S)Nc1ccccc1N1CCCCC1)c1ccc(F)cc1
  i, i, i, i, i, i, i, i, i, i, i
- Cc1cccc(NS(=O)(=O)c2ccc(Cl)cc2)n1
  i, i, i, i, i, i, i, i, i, i, i
- O=C1C2CCCN2C(=S)N1C1CCCCC1 (configuration not stated)
  i, i, i, i, i, i, i, i, i, i, i

New compounds follow:
Fields: TRPC4 PAM, TRPC4 agonist, RGS4 inh, MrgX1 PAM, MrgX1 ag, TRPC4 block, ANO1 activ, TRPC6 inh, MrgX1 antagonist, TRPC6 act, TMEM16A inh
- CS(=O)(=O)NCCOc1ccc(S(=O)(=O)N2CCCc3ccccc32)cc1
  i, i, i, i, i, i, i, i, i, i, i
- Clc1ccc(-c2c(C3=NCCCN3)nnn2-c2ccc(Cl)cc2)cc1
  i, i, i, i, i, i, i, i, i, i, i
- O=C(NCc1ccco1)c1cccn2c(=O)c3c4c(sc3nc12)CCCC4
  i, i, i, i, i, i, i, i, i, i, i
- O=C(C(Cc1ccc(Cl)cc1)NS(=O)(=O)c1ccccc1)N1CC[C@@]2(O)CCCC[C@H]2C1 (some centres not stated)
  i, i, i, i, i, i, i, i, i, i, i
- COc1cccc2cc(C(=O)NCCc3c[nH]c4ccccc34)c(=O)oc12
  i, i, i, i, i, i, i, i, i, i, i
- COc1ccc(NC(=O)C2CC(c3cccc(Br)c3)=NO2)cc1OC (configuration not stated)
  i, i, i, i, i, i, i, i, i, i, i
- CCC(C)(C)NC(=O)CN(C(=O)c1ccc(N2CCCC2)nc1)c1ccc(F)cc1
  i, i, i, i, i, i, i, i, i, i, i
- Cc1ccc(C(C(=O)NCc2ccco2)N(C(=O)CNC(=O)c2cccs2)c2c(C)cccc2C)cc1 (configuration not stated)
  i, i, i, i, i, i, i, i, i, i, i
